RGS7-Gao reg – RGS7-Galphao binding modulators, primary screen, biochemical, multiplexed bead flow cytometry. actives lie on both sides. binding response (% of control), % at 10 µM. 220,000 compounds, 0.35% hits. AID 1439, 2008; in the data active means binding response below about 49% or above about 150%; inconclusive means no clear call, values can overlap the other calls; inactive means in between;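 further: fluorescent Galphao held in activated GDP-AlF4 state binding bead-coupled RGS7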
Target sequence (P09471 whole entry, looked up): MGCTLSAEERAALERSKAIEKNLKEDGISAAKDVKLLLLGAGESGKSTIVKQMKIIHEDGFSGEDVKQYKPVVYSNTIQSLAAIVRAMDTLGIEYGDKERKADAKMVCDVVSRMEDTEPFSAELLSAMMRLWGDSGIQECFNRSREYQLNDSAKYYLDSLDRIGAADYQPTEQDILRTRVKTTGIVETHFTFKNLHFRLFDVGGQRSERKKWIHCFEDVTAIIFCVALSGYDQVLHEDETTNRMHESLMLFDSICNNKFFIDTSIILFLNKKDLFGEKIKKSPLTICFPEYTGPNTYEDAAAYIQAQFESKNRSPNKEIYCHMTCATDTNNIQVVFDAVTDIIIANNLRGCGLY
Bim-Bfl-1 – inhibitors of Bim binding to Bfl-1, primary screen, biochemical, multiplexed, bead-based flow cytometry; Bcl-2-related protein A1 (Homo sapiens), Q16548; Bim-Bfl-1 binding inhibition; inhibition, % at 10 µM; 190,000 compounds, 0.12% hits; AID 1008, 2008;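 further: 0% = wells without compound plus tracer and 100% = blocker peptide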
Bcl-B Bim block – inhibitors of Bim-Bcl-B binding, primary screen, biochemical, multiplexed, human Bcl-2 family. bead-based flow cytometry, Bim peptide-Bcl-B binding. inhibition, % at 10 µM. AID 951, 2007. Bcl-2-like protein 10 (Homo sapiens), Q9HD36. 190,000 compounds, 0.073% hits;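 further: 0% = tracer peptide without compound and 100% = reference inhibitor peptide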
Target sequence (Q9HD36 whole entry, looked up): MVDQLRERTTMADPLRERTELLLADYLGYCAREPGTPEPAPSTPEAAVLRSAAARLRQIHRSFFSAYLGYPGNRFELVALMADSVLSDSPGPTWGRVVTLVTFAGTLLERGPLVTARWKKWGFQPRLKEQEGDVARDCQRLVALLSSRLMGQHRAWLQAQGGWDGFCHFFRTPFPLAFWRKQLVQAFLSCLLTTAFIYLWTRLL
RGS8-Gao reg – RGS8-Galphao binding modulators, primary screen, biochemical, multiplexed bead flow cytometry; Guanine nucleotide-binding protein G(o) subunit alpha (Homo sapiens), P09471; actives lie on both sides; response (percent of control binding), % at 10 µM; 220,000 compounds, 0.34% hits; in the data active means response below about 60% or above about 140%; inactive means in between;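 further: Galphao activated as the GDP aluminium fluoride complex binding bead-coupled RGS8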
Bim-Bcl-2 – inhibitors of Bim-Bcl-2 binding, primary screen, biochemical, multiplexed, human Bcl-2 family. Apoptosis regulator Bcl-2 (Homo sapiens), P10415. Bead-based flow cytometry, Bim peptide-Bcl-2 binding. inhibition, % at 10 µM. 190,000 compounds, 0.06% hits. AID 950, 2007; in the data active means inhibition above about 40%; inconclusive means no clear call, values can overlap the other calls;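 further: 0% = no compound wells with probe peptide and 100% = reference peptide inhibitor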
Bim-Bcl-XL – inhibitors of Bim-Bcl-XL binding, primary screen, biochemical, multiplexed, bead flow cytometry, human Bcl-XL. Bcl-2-like protein 1 (Homo sapiens), Q07817. Bim peptide-Bcl-XL binding, fluorescence. inhibition, % at 10 µM. 190,000 compounds, 0.04% hits. AID 1007, 2008
Target sequence (Q07817 whole entry, looked up): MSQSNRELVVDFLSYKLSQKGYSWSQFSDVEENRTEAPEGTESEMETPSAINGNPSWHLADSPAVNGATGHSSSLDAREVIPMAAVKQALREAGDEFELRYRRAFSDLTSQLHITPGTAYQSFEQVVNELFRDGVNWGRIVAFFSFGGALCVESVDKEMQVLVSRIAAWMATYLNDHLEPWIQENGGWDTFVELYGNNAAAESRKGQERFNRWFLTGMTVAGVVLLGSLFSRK
Mcl-1 Bim block – inhibitors of Bim peptide binding to Mcl-1, primary screen, biochemical, bead-based flow cytometry, multiplex. Induced myeloid leukemia cell differentiation protein Mcl-1 (Homo sapiens), Q07820. Bim peptide-Mcl-1 binding. inhibition, % at 10 µM. 190,000 compounds, 0.1% hits;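 further: 0% = no compound tracer wells and 100% = peptide blocker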
Bim-Bcl-W – inhibitors of Bim binding to Bcl-W, primary screen, biochemical, multiplexed, bead-based flow cytometry | 190,000 compounds, 0.02% hits | Bim peptide-Bcl-W binding | AID 952, 2007 | inhibition, % at 10 µM | Bcl-2-like protein 2 (Homo sapiens), Q92843;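 further: 0% = bound tracer without compound and 100% = peptide blocker; higher means less fluorescent Bim peptide bound to Bcl-W beads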
Target sequence (Q92843 whole entry, looked up): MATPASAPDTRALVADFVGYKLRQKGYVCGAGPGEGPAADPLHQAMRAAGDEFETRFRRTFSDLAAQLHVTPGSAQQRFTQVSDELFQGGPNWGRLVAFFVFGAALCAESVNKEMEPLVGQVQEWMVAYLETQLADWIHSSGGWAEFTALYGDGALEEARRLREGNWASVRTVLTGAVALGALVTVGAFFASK
RGS4-Gao reg – modulators of RGS4 binding to Galphao, primary screen, biochemical, multiplexed bead flow cytometry | Guanine nucleotide-binding protein G(o) subunit alpha (Homo sapiens), P09471 | actives lie on both sides | binding response (% of control), % at 10 µM | 220,000 compounds, 0.33% hits | AID 1415, 2008; in the data active means binding response below about 49% or above about 150%; inactive means in between;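 further: fluorescent Galphao activated with aluminum fluoride binding bead-coupled RGS4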
ABCG2 block – ABCG2 efflux pump inhibitors, primary screen, multiplex with ABCB1, IgMXP3 cells, flow cytometry | Broad substrate specificity ATP-binding cassette transporter ABCG2 (Homo sapiens), Q9UNQ0 | JC-1 efflux | inhibition, % at 6.6 µM | 190,000 compounds, 0.1% hits | AID 1325, 2008;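 active means inhibition above 80%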;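 further: 0% = DMSO and 100% = nicardipine control wells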
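Assay system – ABCG2 IgMXP3 and barcoded ABCB1 CCRF-Adr cell mix · Input – 3 million cells/mL in well · Reagent – JC-1 fluorescent substrate · Compound – single test compound dose, 6.6 µM final · Timing – 10 min exposure at 25 °C with rotation, no wash · Detection – flow cytometry of retained JC-1 fluorescence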
ABCB1 block – ABCB1 efflux pump inhibitors, primary screen, cell-based, multiplex, flow cytometry, ABCG2 counter-screen | ATP-dependent translocase ABCB1 (Homo sapiens), P08183 | CCRF-Adr cells, JC-1 efflux | inhibition, % at 6.6 µM | 190,000 compounds, 0.067% hits | AID 1326, 2008; in the data active means inhibition above about 40%;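 further: 0% = vehicle and 100% = reference inhibitor; higher value means more JC-1 retained so stronger ABCB1 efflux block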
* hit, by the source's call; ? = inconclusive; / = no result given; [ ] = dose if it differs, or a comment. Unless noted, no stated cut-off is given here; in the data, active means inhibition above about 40%.

smiles | RGS7-Gao reg | Bim-Bfl-1 | Bcl-B Bim block | RGS8-Gao reg | Bim-Bcl-2 | Bim-Bcl-XL | Mcl-1 Bim block | Bim-Bcl-W | RGS4-Gao reg | ABCG2 block | ABCB1 block
CC(C)NC(=O)NC(=O)COC(=O)CCCSc1nc2ccccc2s1 | 111 | 5 | 4 | 105 | 3 | 3 | 26 | 13 | 102 | 6 | 0.3
COc1ccc(C(c2nnnn2Cc2ccc(F)cc2)N2CCN(c3ccc(OC)cc3)CC2)cc1 (stereo not drawn) | 94 | -8 | -6 | 96 | -5 | -6 | 0 | 1 | 94 | 7 | 3.8
O=C(CN1C(=O)NC(Cc2ccccc2)(Cc2ccccc2)C1=O)NCC1CCCCC1 | 97 | -9 | -6 | 97 | -1 | -2 | 0 | 6 | 99 | 2 | 0.8
COc1ccccc1CC(NC(C)=O)C(=O)N1CCN(C(=O)c2cccs2)CC1 (stereo not drawn) | 96 | 4 | -2 | 74 | 1 | -8 | -7 | -4 | 96 | 7 | 1.4
CN(Cc1ccccc1)c1nc2c(c(=O)[nH]c(=O)n2C)n1Cc1ccccc1Cl | 101 | -5 | -10 | 103 | -6 | -2 | -6 | 4 | 99 | 1 | 0.7
O=C(Oc1ccc(Br)cc1)c1cncc(Br)c1 | 159*[activator] | -9 | -8 | 110 | -6 | -3 | 0 | 0 | 171*[activator] | 1 | 0.1
CCOC(=O)c1c(-c2ccc(C)o2)csc1NC(=O)COC(=O)c1cccs1 | 99 | -23 | -10 | 101 | -4 | -7 | -7 | -5 | 101 | 50 | 0.6
NS(=O)(=O)c1ccc(CNC(=O)Cc2ccccc2F)cc1 | ? | -4 | 0 | 99 | -2 | 0 | 4 | 2 | 101 | 0 | 0.4
COc1cc(NC(=S)NC(=O)c2ccccc2C)ccc1NC(=O)c1cccs1 | 89 | -14 | -14 | 94 | -16 | -9 | -7 | -5 | 93 | 12 | 3.1
CCCCC(=O)Nc1ccc(C(=O)N2CCCC(C(=O)OCC)C2)cc1 (stereo not drawn) | 86 | -7 | 0 | 96 | 2 | -2 | 0 | -1 | 86 | 6 | 0.9
COCCNC(=O)C(=O)N/N=C/c1ccccc1C(F)(F)F | 101 | 1 | 0 | 101 | 1 | -1 | 3 | -1 | 101 | 17 | 1.2
c1cc(Nc2ncnc3sc4c(c23)CCC4)ccn1 | 101 | -5 | -4 | 103 | -2 | 2 | 1 | 4 | 104 | 3 | 0.2
CCOCCCNC(=O)CCCOc1ccccc1 | 98 | -1 | -3 | 97 | -3 | -3 | -3 | 0 | 96 | 0 | 0.1
CCOC(=O)/C(=C/c1ccc(F)cc1)NC(C)=O | 100 | -4 | -3 | 99 | -3 | -2 | -2 | -1 | 98 | 12 | 0.6
COc1ccc(C(=S)N2CCCC2)cc1 | 100 | 1 | 0 | 102 | 5 | 0 | 4 | 0 | 103 | 5 | 1.1
CC(=O)Nc1ccc(S(=O)(=O)Oc2ccc(N3C(=O)C4CCCCC4C3=O)cc2)cc1 (stereo not drawn) | 105 | -1 | 1 | 101 | -1 | 0 | -1 | 2 | 103 | 1 | 0.0
CCOc1ccc(CNc2ccc(S(N)(=O)=O)cc2)cc1 | 105 | -3 | 0 | 99 | -1 | 2 | 1 | 1 | 104 | 1 | -0.3
COc1cccc(NC(=S)Nc2cccnc2)c1 | 99 | 0 | -9 | 102 | 2 | -2 | -4 | -2 | 99 | 1 | 0.5
Cc1cc(NC(=O)c2ccc(NC(=O)c3cccs3)cc2)no1 | 94 | -16 | 0 | 94 | -1 | -4 | -5 | -1 | 90 | 2 | -1.2
COC(=O)CC1C(=O)NCCN1C(=S)Nc1cccc(C(F)(F)F)c1 (stereo not drawn) | 97 | 11 | -17 | 98 | -5 | -2 | -6 | -1 | 99 | 4 | 0.7

Brought forward from above: 2 entries, then new ones.
smiles | RGS7-Gao reg | Bim-Bfl-1 | Bcl-B Bim block | RGS8-Gao reg | Bim-Bcl-2 | Bim-Bcl-XL | Mcl-1 Bim block | Bim-Bcl-W | RGS4-Gao reg | ABCG2 block | ABCB1 block
Cc1cc(NC(=O)c2ccc(NC(=O)c3cccs3)cc2)no1 | 94 | -16 | 0 | 94 | -1 | -4 | -5 | -1 | 90 | 2 | -1.2
COC(=O)CC1C(=O)NCCN1C(=S)Nc1cccc(C(F)(F)F)c1 (stereo not drawn) | 97 | 11 | -17 | 98 | -5 | -2 | -6 | -1 | 99 | 4 | 0.7
CCC(C)c1ccc(NC(=O)c2cnn3c(C(F)F)cc(C)nc23)cc1 (stereo not drawn) | 96 | 0 | 0 | 100 | 4 | 1 | 0 | 0 | 96 | 1 | -0.8
O=C1c2ccccc2C(=O)N1CCCc1nc2ccccc2c(=O)n1Cc1ccco1 | 100 | -8 | -6 | 106 | -10 | -5 | -5 | -7 | 105 | 3 | 0.6
COC(=O)c1ccc(NC(=O)C2CCCN2S(=O)(=O)c2ccc(C)cc2)cc1 (stereo not drawn) | 103 | -8 | -10 | 102 | -3 | -6 | -3 | -4 | 104 | 3 | 0.9
COC(=O)c1sc(NC(=O)c2c(OC)cccc2OC)c(C#N)c1C | 102 | -3 | -4 | 100 | -6 | -3 | 0 | -1 | 100 | 2 | 0.3
CC(C)(C)c1ccccc1NC(=O)Cn1c(=O)cnc2ccccc21 | 106 | 3 | -1 | 103 | 0 | -3 | -4 | -3 | 102 | 7 | /
O=C(Nn1c(C2CCCCC2)nc2ccccc2c1=O)c1ccc(Cl)c([N+](=O)[O-])c1 | 94 | 1 | -3 | 97 | 0 | -4 | -1 | -1 | 95 | 11 | 0.9
O=C(O)CCNC(=O)c1ccc(Br)o1 | 99 | -2 | -2 | 100 | -1 | -1 | 0 | -3 | 108 | 1 | 0.4
Cc1ccsc1C(=O)Nc1ccc(F)c([N+](=O)[O-])c1 | 103 | -11 | -6 | 102 | -8 | -5 | -1 | -4 | 105 | 43 | 1.1
COC(=O)c1sc(NC(=O)COc2ccccc2)nc1C | 99 | -12 | -11 | 102 | -10 | -7 | -3 | 0 | 100 | 3 | 0.1
O=C(COc1ccccc1Br)c1ccc(O)cc1O | 98 | 0 | 0 | 101 | 0 | -1 | 0 | 0 | 98 | 1 | -0.2
S=C(NCCc1ccc(Cl)cc1)Nc1ccc(Cl)cc1Cl | 100 | -10 | -16 | 104 | -14 | -13 | -10 | -9 | 103 | 12 | -0.4
CN(Cc1ccccc1)C(=O)c1cc(-c2ccc(Br)cc2)on1 | 103 | -22 | -7 | 101 | -15 | -9 | -2 | -4 | 100 | 34 | 1.1
COc1ccccc1NC(=O)CSc1nnc(-c2ccco2)o1 | 99 | 0 | 0 | 101 | -1 | -2 | -1 | 0 | 98 | 1 | 0.2
Cc1ccc(-c2nnc3sc(CCc4ccccc4)nn23)cc1 | 107 | -6 | -17 | 99 | -12 | -2 | -2 | -1 | 101 | 4 | 0.4
CC(C)N(Cc1cc2ccccc2[nH]c1=O)C(=O)c1ccco1 | 100 | -5 | -2 | 101 | -2 | 0 | 0 | -2 | 101 | 0 | -0.1
CCOC(=O)c1sc(NC(=O)CSc2n[nH]c(CC(C)C)n2)nc1C | 100 | -1 | 0 | 99 | 2 | 0 | -2 | 2 | 101 | 0 | -0.1
COc1cccc(Cn2nnc(C(=O)Nc3ccc(C)cc3)c2N)c1 | 105 | -5 | -5 | 104 | -8 | -1 | 0 | -2 | 108 | 0 | 0.0
O=C(COc1ccc(-c2ccccc2)cc1)NNC(=O)NC1CCCCC1 | 102 | 4 | 7 | 98 | 4 | 0 | 22 | 0 | 102 | 0 | 0.1
CCc1nnc(NC(=O)C2CCCN2S(=O)(=O)c2ccc(C)cc2)s1 (stereo not drawn) | 108 | 0 | 1 | 105 | -3 | -1 | -6 | -2 | 105 | 1 | 1.0
Cc1nc2c(-c3ccc(Cl)cc3)cnn2c2c1CCC2 | 98 | -1 | -3 | 102 | -2 | -4 | 0 | -1 | 101 | 10 | -1.2

Looked up above.
`O=C(COc1ccc(-c2ccccc2)cc1)NNC(=O)NC1CCCCC1` in Mcl-1 Bim block: 22
`COC(=O)c1sc(NC(=O)c2c(OC)cccc2OC)c(C#N)c1C` in ABCB1 block: 0.3

(next part)
smiles | RGS7-Gao reg | Bim-Bfl-1 | Bcl-B Bim block | RGS8-Gao reg | Bim-Bcl-2 | Bim-Bcl-XL | Mcl-1 Bim block | Bim-Bcl-W | RGS4-Gao reg | ABCG2 block | ABCB1 block
Cc1ccccc1-n1c(Cn2c(=O)sc3ccccc32)nnc1SCC(=O)Nc1nccs1 | 102 | -6 | -9 | 100 | -3 | -5 | 0 | -2 | 102 | 4 | 1.2
CC1(C)OC(=O)C(=CNC(=O)c2c(F)cccc2F)C(=O)O1 | ? | -6 | -2 | 98 | -4 | -3 | 0 | -4 | 98 | -4 | -0.6
COc1ccc(CCc2nnc(CCC(=O)NCc3cc(C(C)C)no3)o2)cc1 | 93 | 2 | 0 | 90 | -2 | 0 | -4 | 0 | 92 | 0 | 0.3
c1ccc(Cn2c(NCc3ccco3)nc3ccccc32)cc1 | 101 | -9 | -3 | 101 | -7 | 0 | 0 | 3 | 99 | 0 | -0.1
S=c1nn[nH]n1C12CC3CC(CC(C3)C1)C2 | 100 | 0 | -32 | 95 | -9 | -4 | -3 | 0 | 93 | 0 | 0.3
Cc1ccc(N/N=C(\C#N)C(=N)N2CCCCCC2)cc1 | 102 | 0 | -1 | 103 | -1 | -1 | 0 | -1 | 103 | 3 | -0.4
CCCCn1c(=O)n(CC(O)c2ccccc2)c(=O)c2c1ncn2C1CCCC1 (stereo not drawn) | 100 | -4 | -4 | 99 | -3 | -2 | 1 | 0 | 99 | 3 | 0.8
O=C(Cc1cn2ccsc2n1)Nc1ccccc1Oc1ccccc1 | 114 | 2 | 0 | 110 | 1 | -4 | -2 | -4 | 113 | 1 | 0.4
COc1ccc(C(=O)OCC(=O)NCC2CCCO2)cc1 (stereo not drawn) | 104 | -10 | -6 | 108 | -3 | -5 | -1 | -2 | 106 | 1 | 0.2
CN=C(Nc1ccc2c(c1)OCO2)SC1CC(=O)N(c2ccccc2)C1=O (stereo not drawn) | 107 | -1 | 0 | 100 | 0 | -6 | -6 | -6 | 104 | 23 | -0.2
O=S(=O)(c1ccccc1)c1nc(-c2ccco2)oc1N1CCOCC1 | 95 | 0 | -1 | 98 | -4 | -1 | -1 | 3 | 98 | 1 | 0.2
O=C(O)C1CC(=O)N(c2ccc3c(c2)OCCO3)C1 (stereo not drawn) | 102 | -1 | 0 | 101 | -2 | 1 | 0 | 0 | 98 | 1 | 0.4
